Mdm2 MdmX PPI – human Mdm2/MdmX binding inhibition. SaOS-2 split-luciferase Mdm2/MdmX complementation, luminescence. inhibition, % at 8 µM. 3% of 330,000 active. AID 485346;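 active means inhibition of at least 50% at 8 µM in the primary screen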
Target sequence (O15151 whole entry, looked up): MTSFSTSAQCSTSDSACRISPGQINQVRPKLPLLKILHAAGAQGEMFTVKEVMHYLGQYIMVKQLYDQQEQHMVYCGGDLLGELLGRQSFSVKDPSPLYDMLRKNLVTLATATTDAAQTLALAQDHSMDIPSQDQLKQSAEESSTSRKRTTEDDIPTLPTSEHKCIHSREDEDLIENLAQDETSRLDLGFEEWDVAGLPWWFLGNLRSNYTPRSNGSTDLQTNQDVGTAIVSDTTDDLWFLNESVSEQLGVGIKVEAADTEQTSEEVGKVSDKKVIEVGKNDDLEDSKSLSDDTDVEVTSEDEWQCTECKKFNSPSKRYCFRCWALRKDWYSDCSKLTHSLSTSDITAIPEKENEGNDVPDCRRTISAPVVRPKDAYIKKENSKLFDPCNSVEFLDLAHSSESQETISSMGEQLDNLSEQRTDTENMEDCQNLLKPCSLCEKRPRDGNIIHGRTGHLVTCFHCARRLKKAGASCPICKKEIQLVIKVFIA
Target sequence (Q00987 whole entry, looked up): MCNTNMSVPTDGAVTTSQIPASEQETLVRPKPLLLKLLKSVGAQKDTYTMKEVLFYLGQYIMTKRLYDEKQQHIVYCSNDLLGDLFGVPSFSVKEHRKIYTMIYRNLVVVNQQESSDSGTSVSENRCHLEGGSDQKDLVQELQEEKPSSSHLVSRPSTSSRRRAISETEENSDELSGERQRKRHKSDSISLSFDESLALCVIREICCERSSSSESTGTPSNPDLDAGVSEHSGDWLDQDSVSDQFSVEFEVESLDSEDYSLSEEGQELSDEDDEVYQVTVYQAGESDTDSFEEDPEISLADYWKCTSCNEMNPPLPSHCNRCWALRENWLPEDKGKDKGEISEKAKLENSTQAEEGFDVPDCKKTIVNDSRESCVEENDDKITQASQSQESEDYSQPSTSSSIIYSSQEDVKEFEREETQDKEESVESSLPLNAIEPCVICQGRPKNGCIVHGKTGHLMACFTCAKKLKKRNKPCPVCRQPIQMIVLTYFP
CHOP UPR activ – apoptotic UPR (CHOP) activation. CHO-CHOP luciferase reporter, luminescence; percent of tunicamycin response over DMSO baseline. activation, % at 10 µM. 0.34% of 330,000 active. AID 449763;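 active means at 10 µM dose, activation of 40% or more, normalized to positive control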;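 further: 100% = tunicamycin at 10 µg/mL and 0% = DMSO alone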
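Assay system: CHO-CHOP cells, stable luciferase reporter of PERK-eIF2a-CHOP signalling / Buffer or medium: F12 plus 10% serum / Compound dosing: one dose, 10 µM in 0.5% DMSO / Times: 6 h compound treatment, 37 °C / Technique: luciferase luminescence / Read-out: % reporter activation, DMSO baseline versus tunicamycin full activation / Benchmarks: tunicamycin and DMSO controls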
TIM10 inh – growth inhibitors of TIM10 yeast strain; S. cerevisiae TIM10 strain growth, BacTiter-Glo luminescence, 24 h; inhibition, % at 10 µM; 1.4% of 330,000 active; AID 463195;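 active means inhibition of 40% or more at the single tested concentration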;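 further: wild-type TIM10 isogenic control strain grown at permissive 25 °C; 0% = DMSO yeast wells and 100% = minimal medium wells without yeast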
NR3A LBD binder – modulators (binders) of human NR3A ligand-binding domain. NR3A LBD differential scanning fluorimetry, Tm shift; 0% = protein alone, 100% = glycine-bound protein. 2.5% of 340,000 active. Tm shift relative to glycine control, % at 25 µM;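 active means melting temperature shift of at least 10% of the positive control shift, at one fixed dose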
NLRP3 yeast inh – inhibitors of NALP3 inflammasome in yeast | Yeast reconstituted NLRP3/ASC/caspase-1, beta-gal luminescence, 24 h | inhibition, % at 10 µM | 0.39% of 330,000 active | AID 2825;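 active means inhibition of 50% or more; inactive means inhibition below 50%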;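 further: plate controls were induced DMSO wells for no effect and uninduced yeast grown without galactose for full effect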
APJ ag – activates the human apelin receptor APJ; P35414; CHO-K1 APJ PathHunter beta-arrestin, luminescence; 0% DMSO wells, 100% apelin; activation, % at 20 µM; 0.11% of 330,000 active;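 active means activation more than six SD over the plate average, tested at 20 µM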;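 further: 0% = DMSO alone and 100% = apelin-13 at 10 nM; some results filed as inactive read as strong as hits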
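Assay system: CHO-K1 APJ beta-arrestin complementation cell line / Compound: single test compound dose, 20 µM final, 1% DMSO / Times: overnight seeding, 90 min compound at 25 °C, 1 h detection / Technique: beta-gal luminescence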
XBP1 UPR activ – adaptive UPR (XBP1) activation; 0.33% of 330,000 active; AID 463104; activation, % at 20 µM; CHO-XBP1 luciferase reporter, IRE1-XBP1 UPR activation, luminescence; percent of tunicamycin response, DMSO as zero;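 active means versus positive control, 20 µM dose yields 30% or more activation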;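 further: 100% = tunicamycin at 10 µg/mL and 0% = DMSO only wells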
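Material: IRE1-XBP1 luciferase reporter CHO line / Quantity: one thousand reporter cells per well / Buffer or medium: F12 with 10% serum / Compound: 20 µM single concentration, DMSO 1% / Times: 6 h treatment, 37 °C / Detection: Steady-Glo luciferase glow luminescence, 10 min after reagent addition / Benchmarks: tunicamycin high, DMSO low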
tim23-1 inh – growth inhibitors of tim23-1 mutant yeast. S. cerevisiae tim23-1 growth, BacTiter-Glo luminescence, 24 h. inhibition, % at 20 µM. 1.3% of 330,000 active;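 active means growth inhibition of the mutant yeast at or above 50%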;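 further: temperature-sensitive mutant grown at 25 °C; plate controls were DMSO-treated mutant yeast for no effect and medium wells lacking yeast for full effect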
tim10-1 inh – inhibits growth of tim10-1 mutant yeast | S. cerevisiae tim10-1 ts strain growth, BacTiter-Glo, 24 h | 2.2% of 330,000 active | inhibition, % at 20 µM;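 active means inhibition of at least 40%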;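 further: mutant grown at 25 °C; 0% = DMSO wells with yeast and 100% = wells holding no yeast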
Numbers without * were called inactive.

cpd	SMILES	Mdm2 MdmX PPI	CHOP UPR activ	TIM10 inh	NR3A LBD binder	NLRP3 yeast inh
1	O=C(/C=C/c1ccc(N2CCCCC2)c([N+](=O)[O-])c1)c1ccc(O)cc1	43	10	20	11*	35
2	Cc1cccc(Oc2ccc(NC(=O)C3CC=CCC3C(=O)O)cc2)c1 (stereo not given)	12	0.5	1	-2	16
3	Cc1cc(C)c(C(=O)C(C)OC(=O)c2ccc(Cl)nc2)cc1C (stereo not given)	0	0.9	-22	0	26
4	Cc1ccc(Cl)cc1NC(=O)c1ccccc1OCC(=O)N1CCOCC1	1	-0.4	2	4	6
5	Cc1ccc(-c2c(C(=O)N/N=C/c3cccs3)nnn2-c2nonc2N)cc1	1	3.2	-22	3	0
6	CCSc1nc(=S)n(-c2ccccc2)c(C)c1C(C)=O	-18	0.9	13	-1	17
7	C=C1CCN([C@@H](Cc2ccccc2)C(=O)NCCC(C)C)S(=O)(=O)c2ccccc21	-5	-0.1	4	3	8
8	O=C(N/N=C\c1cccc(Cl)c1)c1ccc(Cn2cc(Br)c([N+](=O)[O-])n2)o1	3	4.4	10	12*	13
9	O=C(c1ccc(CS(=O)Cc2ccc(Cl)cc2)o1)N1CCN(c2ccc(F)cc2)CC1 (stereo not given)	-5	-0.6	7	2	0
10	COC(=O)C(Cc1ccccc1)NC(=O)CNC(=O)c1ccc(Br)cc1 (stereo not given)	-23	0.3	-9	0	-15
11	COCCN(C(=O)Cn1nnc2ccccc21)C(C(=O)NC1CCCC1)c1cccc(OC)c1OC (stereo not given)	6	-2.9	1	0	7
12	CCn1c2ccccc2c2nnc(SCC(=O)N3CC(C)OC(C)C3)nc21 (stereo not given)	15	-1.8	10	2	-5

cpd	APJ ag	XBP1 UPR activ	tim23-1 inh	tim10-1 inh
1	-7	-2	25	25
2	-2	1	7	8
3	-3	-8	18	-4
4	-5	-6	0	11
5	13	-6	-16	-16
6	-3	6	9	10
7	-2	-1	25	16
8	-1	0	-10	22
9	1	-8	18	30
10	-1	0	13	-11
11	3	-6	22	13
12	-3	6	19	-10

Arranged by the number under NR3A LBD binder (rising): some entries from above.
cpd	smiles	NR3A LBD binder
3	Cc1cc(C)c(C(=O)C(C)OC(=O)c2ccc(Cl)nc2)cc1C (stereo not given)	0
12	CCn1c2ccccc2c2nnc(SCC(=O)N3CC(C)OC(C)C3)nc21 (stereo not given)	2
8	O=C(N/N=C\c1cccc(Cl)c1)c1ccc(Cn2cc(Br)c([N+](=O)[O-])n2)o1	12*

New compounds follow:
cpd	SMILES	Mdm2 MdmX PPI	CHOP UPR activ	TIM10 inh	NR3A LBD binder	NLRP3 yeast inh
13	CCN(CC(=O)NCc1cccs1)C(=O)c1cccc(S(=O)(=O)NCc2ccccc2)c1	17	1.5	-2	2	13
14	CC(C(=O)OCC(=O)Nc1ncc(Cl)cc1Cl)N1C(=O)c2ccccc2C1=O (stereo not given)	18	-3.9	-31	0	5
15	CN(C)c1cccc(C(=O)NCc2ccc3c(c2)OCO3)c1	-10	1.1	5	-1	12
16	O=[N+]([O-])c1ccc(Oc2c(F)c(F)nc(N3CCCC3)c2F)cc1	-7	-2.9	13	0	8
17	Cc1cccc(COCC(CC(C)C)N2CCN(C(=O)c3ccc(C(C)(C)C)cc3)CCC2=O)c1 (stereo not given)	12	2.0	0	1	21
18	O=[N+]([O-])c1cc(C2Nc3cccc4cccc(c34)N2)ccc1Cl	-2	-0.3	-7	6	10
19	O=C(Nc1cccc(C(F)(F)F)c1)C1CCN(S(=O)(=O)c2cccnc2)CC1	9	1.0	-3	-2	19
20	C=CCNC(=S)Nc1sc2c(c1C(N)=O)CCCC2	-23	2.0	29	-1	-1
21	C=CCNS(=O)(=O)c1ccc(OC)c(C)c1	-9	-1.4	8	-2	9
22	CC(C)c1ccc(N(CC(=O)NC2CCCC2)C(=O)CCC(=O)Nc2ccccn2)cc1	-10	0.6	13	1	21
23	O=C(c1ccc(Br)o1)N1CCN(CCOc2ccccc2)CC1	16	0.5	7	-1	-4
24	COc1ccc2c(c1)[C@@H]1[C@H](CO2)[C@H](c2ccccc2)[C@]2(C)C(=O)Nc3ccc(C)cc3C(=O)N12	-21	-1.1	42*	-6	5

cpd	APJ ag	XBP1 UPR activ	tim23-1 inh	tim10-1 inh
13	7	0	-20	-21
14	1	-1	-1	-5
15	0	2	2	7
16	-4	6	21	23
17	3	2	-13	31
18	3	2	-21	9
19	2	-3	6	-6
20	0	2	21	33
21	4	-3	8	2
22	-1	1	7	-20
23	-1	-1	2	-10
24	9	2	58*	35

Taken from above.
Entry for no. 14 under TIM10 inh: -31
Entry for no. 22 under tim10-1 inh: -20
Entry for no. 24 under APJ ag: 9
Entry for no. 20 under Mdm2 MdmX PPI: -23

New compounds follow
cpd	SMILES	Mdm2 MdmX PPI	CHOP UPR activ	TIM10 inh	NR3A LBD binder	NLRP3 yeast inh
25	Cc1ccc(Cl)cc1NC(=O)COC(=O)c1ccc(CN2CCCC2=O)cc1	16	1.1	-7	0	21
26	C/C(=N\NC(=O)c1c(Cl)cnn1C)c1ccc(NC(=O)c2ccc(Br)o2)cc1	17	2.4	-1	14*	5
27	Cc1ccc2oc(=O)n(Cc3ccccc3OC(C)C)c2c1	11	-1.5	18	2	-4
28	Cc1cc(C(=O)N2CCN(c3ncccn3)CC2)cs1	9	-0.5	-2	0	20
29	COc1ccccc1C(=O)N(Cc1ccc(Cl)cc1)C1CCS(=O)(=O)C1 (stereo not given)	-17	0.3	14	0	23
30	CCC(CC)C(=O)N=C1SC2CS(=O)(=O)CC2N1CCc1ccc(OC)c(OC)c1 (stereo not given)	1	1.2	14	1	7
31	CCN1CCN(c2nc(N)c([N+](=O)[O-])c(Nc3cccc(C)c3)n2)CC1	35	-0.8	-3	8	14
32	CC(=O)c1c(N2CCN(Cc3ccccc3)CC2)nc(=S)n(Cc2ccccc2)c1C	-7	-1.1	-5	-5	10
33	O=C(NCCC1=CCCCC1)C1CCC(CNS(=O)(=O)c2ccccc2)CC1 (stereo not given)	13	3.9	-8	1	17
34	CCc1ccc(NC(=O)C2CCCCC2C(=O)O)cc1 (stereo not given)	-23	-3.0	1	2	3
35	COc1ccccc1CN(C)C(=O)c1cc(C)nc2ccccc12	29	-0.4	-18	0	15
36	COc1ccc(CNC(=O)[C@H](Cc2ccccc2)NC(=O)C2CCN(C(=O)[C@H](C)N)CC2)cc1	-25	0.3	-1	-2	16

cpd	APJ ag	XBP1 UPR activ	tim23-1 inh	tim10-1 inh
25	-2	-1	-1	-1
26	21	4	-10	-16
27	-7	-2	12	12
28	-4	1	11	8
29	-1	-3	7	5
30	-3	-2	4	10
31	-4	0	5	12
32	0	-3	13	32
33	1	-1	8	6
34	3	-2	-15	-18
35	-2	-3	-8	-8
36	-4	-2	10	5

cpd	SMILES	Mdm2 MdmX PPI	CHOP UPR activ	TIM10 inh	NR3A LBD binder	NLRP3 yeast inh
37	CC1=C(c2ccc(C(C)C)cc2)S(=O)(=O)N=C1N1CCN(C(=O)c2ccco2)CC1	18	-1.6	0	3	8
38	N/C(=N\N=C\c1ccc(Br)o1)c1nonc1N	-12	3.3	-5	7	5
39	COC(=O)c1cc(Cc2ccc(N)c(C(=O)OC)c2)ccc1N	18	1.9	-16	-2	18
40	COc1ccc(C)cc1S(=O)(=O)N1CCN(C(=O)c2ncoc2-c2ccccc2F)CC1	-6	0.3	11	-1	18
41	CCn1c2ccccc2c2nnc(NN)nc21	4	-2.5	-8	-1	0
42	COc1ccccc1CNC(=O)CNC(=O)[C@@H]1Cc2ccccc2CN1	25	0.0	6	3	-9
43	O=C(NCC1CCCO1)C1CCN(C2CCN(CCCC3CCCC3)CC2)CC1 (stereo not given)	14	0.0	-156	1	8
44	CCN(CC)CC(=O)Nc1cccc2c1C(=O)c1ccccc1C2=O	12	-1.0	17	0	12
45	CC1Cc2ccccc2N1C(=S)NC(=O)C1(C)CC1(Cl)Cl (stereo not given)	-7	1.1	9	-2	11
46	CN1C(=O)N(C)C(NC(=O)Nc2ccccc2)C1NC(=O)Nc1ccccc1 (stereo not given)	10	0.9	-5	-2	-5
47	O=C(O)/C=C/C(=O)NCC1CCC(CNC(=O)/C=C/C(=O)O)CC1 (stereo not given)	-7	-1.8	-7	0	14
48	CC1=NN2C(=N)/C(=C\c3cc(C)n(-c4ccccc4)c3C)C(=O)N=C2S1	12	0.6	-1	1	-2

cpd	APJ ag	XBP1 UPR activ	tim23-1 inh	tim10-1 inh
37	2	1	-6	2
38	-1	3	2	-14
39	-1	1	36	6
40	4	-1	26	8
41	4	15	15	-4
42	-3	-5	9	10
43	-2	-1	-25	-50
44	4	-4	7	38
45	-6	-2	32	30
46	0	-2	6	14
47	2	-3	-3	-9
48	-5	-2	-1	-8

cpd	SMILES	Mdm2 MdmX PPI	CHOP UPR activ	TIM10 inh	NR3A LBD binder	NLRP3 yeast inh
49	CCn1c(SCC(=O)O)nnc1-c1cccnc1	-17	-1.6	2	1	19
50	CCN(c1ccc(OC)cc1)S(=O)(=O)c1ccc2c(c1)NC(=O)CS2	4	6.7	-3	1	-8
51	CC(C)(C)c1ccc(OCC(=O)NNC(=O)CCc2ccccc2)cc1	22	-1.8	23	-1	6
52	CC(NC(=O)Nc1nccs1)(C(F)(F)F)C(F)(F)F	-16	-0.9	-7	1	-21
53	CCc1nnc(SCC(=O)N2CCc3ccccc32)n1CC	5	-0.9	-8	-2	6
54	COc1cccc(CNC(=O)C2CCN(S(=O)(=O)N3CC(C)CC(C)C3)CC2)c1 (stereo not given)	8	1.5	13	1	15
55	O=c1/c(=C/c2ccccn2)sc2n1CN(c1ccccc1)CN=2	-9	2.2	19	1	5
56	COc1cccc(/C(O)=C2/C(=O)C(=O)N(Cc3cccnc3)C2c2ccco2)c1 (stereo not given)	31	0.2	-9	1	4

cpd	APJ ag	XBP1 UPR activ	tim23-1 inh	tim10-1 inh
49	-2	-1	3	7
50	12	1	12	-8
51	15	-3	19	12
52	0	2	2	5
53	-5	-4	-13	-25
54	1	0	17	24
55	-2	-1	0	9
56	1	1	-17	14

Sorted by SMILES length (falling): 5 of the compounds above.
cpd	SMILES	Mdm2 MdmX PPI	CHOP UPR activ	TIM10 inh	NR3A LBD binder	NLRP3 yeast inh
54	COc1cccc(CNC(=O)C2CCN(S(=O)(=O)N3CC(C)CC(C)C3)CC2)c1 (stereo not given)	8	1.5	13	1	15
55	O=c1/c(=C/c2ccccn2)sc2n1CN(c1ccccc1)CN=2	-9	2.2	19	1	5
52	CC(NC(=O)Nc1nccs1)(C(F)(F)F)C(F)(F)F	-16	-0.9	-7	1	-21
53	CCc1nnc(SCC(=O)N2CCc3ccccc32)n1CC	5	-0.9	-8	-2	6
49	CCn1c(SCC(=O)O)nnc1-c1cccnc1	-17	-1.6	2	1	19

cpd	APJ ag	XBP1 UPR activ	tim23-1 inh	tim10-1 inh
54	1	0	17	24
55	-2	-1	0	9
52	0	2	2	5
53	-5	-4	-13	-25
49	-2	-1	3	7

From PubChem BioAssay
